Bim-Bcl-XL = disrupts Bim peptide binding to human Bcl-XL. Q07817. bead flow cytometry, fluorescence. inhibition, % at 10 µM. 190,000 compounds, 0.04% hits. AID 1007
RGS4-Gao reg = human RGS4-Galphao interaction regulation; P09471; Multiplexed bead flow cytometry, RGS4-Galphao binding; actives lie on both sides; binding response (% of control), % at 10 µM; 220,000 compounds, 0.33% hits; AID 1415; in the data active = binding response below about 49% or above about 150%; inactive = in between;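 note: fluorescent Galphao activated with aluminum fluoride binding bead-coupled RGS4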
Target sequence (P09471 whole entry, looked up): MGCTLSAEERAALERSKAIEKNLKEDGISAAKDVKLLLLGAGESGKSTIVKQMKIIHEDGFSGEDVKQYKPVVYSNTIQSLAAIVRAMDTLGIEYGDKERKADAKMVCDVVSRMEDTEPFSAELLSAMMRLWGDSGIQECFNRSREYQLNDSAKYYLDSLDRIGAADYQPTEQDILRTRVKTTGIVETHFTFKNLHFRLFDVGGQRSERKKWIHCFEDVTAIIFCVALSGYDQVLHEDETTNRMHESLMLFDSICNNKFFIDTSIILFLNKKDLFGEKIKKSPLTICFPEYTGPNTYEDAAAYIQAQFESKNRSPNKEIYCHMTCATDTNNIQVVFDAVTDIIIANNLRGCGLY
Avidin bead fluor = avidin bead compound fluorescence profile. Avidin beads, compound fluorescence 488/530 nm, flow cytometry; active compounds read high. fluorescence (KMESF) at 10 µM. 220,000 compounds, 0.38% hits. AID 1775; in the data active = fluorescence above about 47; note: inactives centre near 10
ABCG2 block = inhibitors of human ABCG2 transporter, ABCB1 counter-screen; IgMXP3 cells, JC-1 efflux, flow cytometry; inhibition, % at 6.6 µM; Q9UNQ0; 190,000 compounds, 0.1% hits;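 active = inhibition above 80%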;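 note: 0% = DMSO and 100% = nicardipine control wells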
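Incubation: cells with compound and JC-1, 10 min at 25 °C, rotating, no wash / Test system: IgMXP3 (ABCG2) plus far-red-tagged CCRF-Adr (ABCB1) cells / Compound dosing: one concentration, 6.6 µM final / Also added: JC-1 fluorescent substrate / Evaluation: efflux inhibition in percent versus controls / Detection: flow cytometry, 530 nm JC-1 signal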
Bcl-B Bim block = inhibitors of Bim-Bcl-B interaction, human; Q9HD36; bead-based flow cytometry, Bim peptide-Bcl-B binding; inhibition, % at 10 µM; 190,000 compounds, 0.073% hits; AID 951;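 note: 0% = tracer peptide without compound and 100% = reference inhibitor peptide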
Target sequence (Q9HD36 whole entry, looked up): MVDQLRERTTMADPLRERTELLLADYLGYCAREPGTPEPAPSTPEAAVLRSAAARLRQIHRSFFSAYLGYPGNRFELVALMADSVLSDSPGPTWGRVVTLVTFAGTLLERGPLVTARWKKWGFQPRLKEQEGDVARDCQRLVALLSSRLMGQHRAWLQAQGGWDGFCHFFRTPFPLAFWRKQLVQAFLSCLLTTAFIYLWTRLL
GSH fluor = compound fluoresces at 488/530 nm on GSH beads. GSH beads flow cytometry, compound fluorescence 488/530 nm; active compounds read high. fluorescence (KMESF) at 10 µM. 190,000 compounds, 0.25% hits; in the data active = fluorescence above about 89;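 note: glutathione beads carrying GST-tagged Bcl family fusion proteins plus one bare bead set; values are compound well signal with DMSO vehicle wells as background; inactives centre near 16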
Bcl-W Bim block = human Bim-Bcl-W interaction inhibition. Q92843. bead-based flow cytometry, Bim peptide-Bcl-W binding. inhibition, % at 10 µM. 190,000 compounds, 0.02% hits;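 note: 0% = bound tracer without compound and 100% = peptide blocker; higher means less fluorescent Bim peptide bound to Bcl-W beads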
ABCB1 block = blocks JC-1 efflux by human ABCB1 transporter | P08183 | 190,000 compounds, 0.067% hits | inhibition, % at 6.6 µM | CCRF-Adr cells, flow cytometry; in the data active = inhibition above about 40%;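 note: 0% = vehicle and 100% = reference inhibitor; higher value means more JC-1 retained so stronger ABCB1 efflux block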
RGS7-Gao = human RGS7-Galphao interaction regulation; AID 1439; 220,000 compounds, 0.35% hits; Multiplexed bead flow cytometry, RGS7-Galphao binding; actives lie on both sides; binding response (% of control), % at 10 µM; P09471; in the data active = binding response below about 49% or above about 150%; inconclusive = no clear call, values can overlap the other calls; inactive = in between;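 note: fluorescent Galphao held in activated GDP-AlF4 state binding bead-coupled RGS7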
Bim-Bcl-2 = inhibitors of Bim-Bcl-2 interaction, human; P10415; Bead-based flow cytometry, Bim peptide-Bcl-2 binding; inhibition, % at 10 µM; 190,000 compounds, 0.06% hits; in the data active = inhibition above about 40%; inconclusive = no clear call, values can overlap the other calls;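 note: 0% = no compound wells with probe peptide and 100% = reference peptide inhibitor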
Target sequence (P10415 whole entry, looked up): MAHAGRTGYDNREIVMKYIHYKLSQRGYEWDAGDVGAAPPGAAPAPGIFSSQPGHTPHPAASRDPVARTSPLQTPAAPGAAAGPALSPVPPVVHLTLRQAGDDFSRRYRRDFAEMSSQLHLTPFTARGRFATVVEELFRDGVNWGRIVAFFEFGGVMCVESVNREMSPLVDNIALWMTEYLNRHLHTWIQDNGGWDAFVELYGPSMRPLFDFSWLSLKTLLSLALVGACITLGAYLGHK
Bim-Bfl-1 = inhibitors of Bim-Bfl-1 interaction, human | inhibition, % at 10 µM | Bead-based flow cytometry, Bim-Bfl-1 binding inhibition | 190,000 compounds, 0.12% hits | AID 1008;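 note: 0% = wells without compound plus tracer and 100% = blocker peptide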
Starred values were filed as active, the others as inactive; ? = inconclusive. Cut-off read from the data, not from the text of the source, unless noted: active = inhibition above about 40%.

Below each compound: Avidin bead fluor, ABCB1 block, Bim-Bcl-XL, RGS7-Gao, Bcl-W Bim block, ABCG2 block, Bcl-B Bim block, Bim-Bcl-2, RGS4-Gao reg, GSH fluor, Bim-Bfl-1
- CC1=C(C(=O)OCC(C)C)C(c2cccc(F)c2)N2C(=O)C(C)SC2=N1 (stereo unspecified)
    10, -7.5, 0, 101, 0, -6, -6, -10, 102, 12, -7
- Cc1c(NC(=O)CCC2CCCCC2)c(=O)n(-c2ccccc2)n1C
    7, 0.6, 0, 96, -2, 7, 1, -2, 95, 19, -1
- O=C(CCC(=O)OCC(=O)c1ccccc1)Nc1cccc2cccnc12
    12, 0.1, -1, 102, -1, 0, 1, -1, 102, 21, -2
- CC(=O)c1ccccc1NS(=O)(=O)c1ccccc1Cl
    9, 0.2, -3, 100, -3, 1, -4, -4, 99, 16, -6
- Oc1c(/C=N/Nc2cccc3cccnc23)ccc2ccccc12
    11, -7.2, -6, 97, 1, -1, -10, 2, 86, 11, 7
- O=c1cc(O)c2ccccc2n1Cc1ccccc1Cl
    15, -0.2, -3, 92, -3, 0, -3, -1, 93, 8, -5
- O=C(Nc1ccccc1)N(Cc1ccccc1)CC(O)C(F)(F)F (stereo unspecified)
    2, -0.1, -3, 85, -1, 0, -1, 1, 90, 27, 0
- c1ccc(C2(CNc3ccccn3)CCCC2)cc1
    25, 0.8, -2, 107, 0, 2, 3, 1, 107, 12, 0
- CCOC(=O)c1sc(N(Cc2ccccc2)C(=O)CSc2nnc(C3CC3)n2N)nc1C
    12, -0.2, -11, 109, 1, 10, -5, -10, 112, 44, -11
- CC(=O)NCCn1c(SCC(=O)NCC2CCCO2)nc2ccccc2c1=O (stereo unspecified)
    23, 0.4, -4, 100, -3, 1, 0, -4, 101, 13, -3
- COc1cc(/C=N/N2C(=O)c3ccccc3NC2(C)c2cccc([N+](=O)[O-])c2)cc(Br)c1O (stereo unspecified)
    13, 5.2, -2, 106, 0, 9, -3, 0, 101, 16, -1
- CCN(CC)CCNc1nc(-c2cccs2)c(CC(=O)O)s1
    11, 0.9, -6, ?, -5, 5, 6, -8, 99, 15, -5
- Cc1ccc(OCC(=O)NNC(=O)C2CCN(c3nccc(C)n3)CC2)cc1
    9, 0.4, -6, 101, 1, 1, -9, -7, 101, 9, -6
- Cc1ccc(S(=O)(=O)NCC(=O)OCC(=O)Nc2ncc(Cl)cc2Cl)cc1
    16, 0.5, -10, 100, -2, 7, -7, -4, 97, 27, -16
- Cc1nn(Cc2c(F)c(F)c(F)c(F)c2F)c(C)c1NC(=O)c1ccc(COc2ccccc2Cl)cc1
    4, 0.4, -9, 107, 0, 1, 0, -3, 97, 57, 1

Of the compounds above, seven have a carbonyl joined to an NH by a bond outside any ring.
Below each compound: Avidin bead fluor, ABCB1 block, Bim-Bcl-XL, RGS7-Gao, Bcl-W Bim block, ABCG2 block, Bcl-B Bim block, Bim-Bcl-2, RGS4-Gao reg, GSH fluor, Bim-Bfl-1
- Cc1c(NC(=O)CCC2CCCCC2)c(=O)n(-c2ccccc2)n1C
    7, 0.6, 0, 96, -2, 7, 1, -2, 95, 19, -1
- O=C(CCC(=O)OCC(=O)c1ccccc1)Nc1cccc2cccnc12
    12, 0.1, -1, 102, -1, 0, 1, -1, 102, 21, -2
- O=C(Nc1ccccc1)N(Cc1ccccc1)CC(O)C(F)(F)F (stereo unspecified)
    2, -0.1, -3, 85, -1, 0, -1, 1, 90, 27, 0
- CC(=O)NCCn1c(SCC(=O)NCC2CCCO2)nc2ccccc2c1=O (stereo unspecified)
    23, 0.4, -4, 100, -3, 1, 0, -4, 101, 13, -3
- Cc1ccc(OCC(=O)NNC(=O)C2CCN(c3nccc(C)n3)CC2)cc1
    9, 0.4, -6, 101, 1, 1, -9, -7, 101, 9, -6
- Cc1ccc(S(=O)(=O)NCC(=O)OCC(=O)Nc2ncc(Cl)cc2Cl)cc1
    16, 0.5, -10, 100, -2, 7, -7, -4, 97, 27, -16
- Cc1nn(Cc2c(F)c(F)c(F)c(F)c2F)c(C)c1NC(=O)c1ccc(COc2ccccc2Cl)cc1
    4, 0.4, -9, 107, 0, 1, 0, -3, 97, 57, 1

Continuation.
Below each compound: Avidin bead fluor, ABCB1 block, Bim-Bcl-XL, RGS7-Gao, Bcl-W Bim block, ABCG2 block, Bcl-B Bim block, Bim-Bcl-2, RGS4-Gao reg, GSH fluor, Bim-Bfl-1
- CSc1nnc(-c2cc(-c3ccc(C)cc3)nc3ccccc23)o1
    15, 0.2, -9, 102, -1, -4, -17, -6, 101, 10, -10
- Cc1cc(C=C2C(=O)c3ccccc3C2=O)c(C)n1-c1ccc(C(=O)O)cc1
    3, 0.2, 0, 97, 1, 1, -1, -5, 96, 10, 3
- O=C(O)CCCCNCc1ccccc1
    7, 0.0, -16, 101, 0, 0, -7, -8, 104, 36, -10
- Cc1cc(OCC(=O)c2ccc(Br)cc2)ccc1N1C(=O)CCC1=O
    19, -0.1, -13, 105, -2, 19, -9, -13, 103, 33, -19
- O=C(COc1cccnc1[N+](=O)[O-])N1CCN(S(=O)(=O)c2ccc3ccccc3c2)CC1
    3, 0.7, 5, 99, 3, 0, 2, -1, 98, 4, -1
- COc1ccc(C(=O)Nc2ccc(S(=O)(=O)Nc3cc(C)nc(C)n3)cc2)cc1OC
    10, -0.1, -1, 92, -1, 0, -5, 0, 93, 9, -4
- O=C(Nc1ccccc1)c1cc(-c2ccccc2Cl)no1
    12, 0.6, 0, 91, 0, 11, 0, 3, 92, 29, -1
- COC(=O)C1(O)CC(C(C)C)=NN1C(=O)c1ccccc1 (stereo unspecified)
    6, 0.0, -2, 101, -1, -3, 0, 0, 100, 9, 0
- O=[N+]([O-])c1ccc(Oc2cccc3cccnc23)c([N+](=O)[O-])c1
    21, 1.6, -5, 97, -3, 6, -7, -6, 101, 15, -12
- CCOC(=O)C1(Cc2ccccc2)CCN(Cc2cccn2-c2cccnc2)CC1
    10, 2.0, -4, 103, -2, 1, -7, -1, 101, 9, -7
- COc1ccc2c(c1)C(NC(C)=O)C(=O)N2CCc1ccccc1 (stereo unspecified)
    20, 0.2, -2, 99, -3, 3, 0, 0, 97, 11, -4
- COc1cc(CNc2nnnn2C)ccc1OCc1c(F)cccc1Cl
    9, 0.3, -4, 98, -1, 10, -4, -1, 102, 14, -4
- COc1ccc(/C=N/NC(=O)C(=O)N2CCCC2)cc1
    24, -0.1, 0, 99, 0, 0, -5, -4, 102, 11, -10
- CC(C)(C)c1ccc(C(=O)c2c[nH]c(C(=O)NCc3ccco3)c2)cc1
    9, 1.6, 0, 116, -3, 16, 1, -1, 107, 23, -2
- CCC(CC)C(=O)Nc1cccc(S(=O)(=O)c2cccc(NC(=O)C(CC)CC)c2)c1
    22, 0.0, -3, 99, 1, 20, -4, -5, 101, 20, -14
- CC(CC1C(C#N)=C(N)SC(N)=C1C#N)c1ccccc1 (stereo unspecified)
    32, 0.2, -3, 99, -2, 1, -2, 0, 98, 11, 8
- CCN1CCN(Cc2c(O)ccc3c(=O)c(-c4ccccc4OC)coc23)CC1
    11, 0.5, -1, 103, -1, 3, -1, -2, 104, 15, -1
- COc1ccc(NC(C)=O)cc1NC(=O)CN1CCN(C(=O)c2ccco2)CC1
    2, 0.2, 5, 123, -2, 1, 0, 5, 130, 32, -1
- Cc1ccc(NC(=O)CN2C(=O)N/C(=C/c3ccc(C)o3)C2=O)cc1
    30, -0.4, 1, 93, 5, 0, -2, 1, 92, 13, 28
- CCOC(=O)C1CCN(C(=O)CN(c2ccc(OC)cc2)S(=O)(=O)c2c(C)noc2C)CC1
    8, 0.9, -1, 97, 4, 2, -2, -6, 97, 21, -9
- COCCNC(=O)C(c1ccncc1)N(C(=O)c1sc(C)nc1C)c1cccc(C)c1 (stereo unspecified)
    9, 0.0, -7, 101, -1, 0, -2, -4, 103, 16, -7
- COc1ccc(/C=N/n2c(SC)nnc(C(C)(C)C)c2=O)cc1OC
    19, 1.2, 0, 98, -2, 8, 0, -3, 97, 10, -4
- CCCCCCC(C)n1cc(C(C)=O)c(=O)n(C)c1=O (stereo unspecified)
    4, 0.3, -6, 105, -4, 2, -7, -6, 102, 12, 0
- Cn1c(SCC(=O)NCc2cccs2)nnc1-c1ccncc1
    14, 0.0, -11, 100, -7, 6, -12, -10, 100, 35, -16
- O=S(=O)(NCCc1ccccc1)c1ccc(Cl)nc1
    12, 0.2, -3, 102, -2, -1, -6, 0, 103, 4, 0
- CCOc1ccc(-n2c(N)c(C(=O)NCc3ccco3)c3nc4ccccc4nc32)cc1
    9, 1.8, 0, 100, 5, 7, -10, -7, 102, 27, -6
- Cc1nnc(C)n1/N=C/c1ccccc1
    14, -0.1, 1, 95, 1, 0, -2, 0, 98, 9, -1
- CCN(CC)S(=O)(=O)N1CCC(C(=O)NCc2ccc3c(c2)OCO3)CC1
    14, 0.5, -4, 105, 1, 0, 2, -1, 107, 23, -1
- COc1cccc(-n2c(SCc3c(C)noc3C)nnc2-c2cccc(S(=O)(=O)N(C)C)c2)c1
    13, 1.7, 0, 98, 4, 8, -7, -4, 100, 38, -8
- COc1ccc(C(=O)CCN2CCN(c3ccccc3F)CC2)cc1
    10, 0.6, 2, 91, 1, 5, -4, 2, 102, 13, -4
- COC(=O)c1c(C)oc2ccc(N(C(=O)c3ccncc3)S(=O)(=O)c3ccccc3)cc12
    8, 2.2, -4, 100, -4, 11, -11, -1, 101, 27, -1
- CC(=O)NCCNC(=O)[C@H](Cc1ccccc1)NC(=O)c1cccs1
    6, 0.8, -12, 103, 1, 2, -8, -9, 105, 26, -13
- Fc1ccc(CSc2ncnc3sc4c(c23)CCCC4)cc1
    6, 0.5, -2, 92, -1, 1, -2, 0, 97, 19, -2

Bioassay records from PubChem BioAssay.

Random draw from the library; 1.3% or so of the library scored in one or more.
